# Screening results: PubChem, The Scripps Research Institute Molecular Screening Center
# Fam108B inh = blocks mouse Fam108B hydrolase in RBBP9 counter-screen; recombinant Fam108B, FP-Rh probe fluorescence polarization; inhibition, % at 9.51 µM; 0.33% of 300,000 active; AID 1947;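 active = inhibition above the screen mean inhibition plus 3 SD, computed separately per campaign, cut at about 18% in these data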;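 also: inhibitors lower polarization as less probe binds the enzyme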
# PAFAH1B2 FP inh = blocks human PAF acetylhydrolase 1b catalytic subunit 2 | P68402 | recombinant PAFAH1B2, FP-rhodamine activity probe, fluorescence polarization | inhibition, % at 3.39 µM | 1.2% of 340,000 active | AID 492953;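 active = inhibition above the mean of all tested compounds plus 3 SD, cut at about 24% in these data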;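 also: 0% = enzyme with DMSO and 100% = wells lacking PAFAH1B2; many of its hits are not listed in these tables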
# PAFAH2 FP inh = inhibitors of human PAFAH2; recombinant PAFAH2, FP-rhodamine activity probe, fluorescence polarization; 0.99% of 340,000 active; AID 492956; Q99487; inhibition, % at 3.39 µM;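 active = inhibition above the mean over all tested compounds plus 3 SD, cut at about 30% in these data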;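 also: inhibitors block probe labeling of enzyme so polarization drops; 0% = enzyme with DMSO and 100% = wells lacking PAFAH2 protein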
# GSTO1 inh = GSTO1 inhibition, counter-screen for RBBP9 inhibitors. P78417. recombinant GSTO1, activity-based probe fluorescence polarization. inhibition, % at 5.96 µM. 1.1% of 300,000 active;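 active = inhibition above the campaign mean inhibition plus 3 SD, cut at about 35% in these data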;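 also: 0% = GSTO1-1 with DMSO and 100% = wells lacking GSTO1-1 enzyme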
# LYPLA1 counter = blocks human lysophospholipase 1, a PME1 counter-screen; O75608; 0.16% of 320,000 active; inhibition, % at 5.9 µM; recombinant LYPLA1, FP-Rh probe fluorescence polarization; AID 2174;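 active = inhibition above the mean of all tested compounds plus 3 SD, set per campaign, cut at about 14% in these data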;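 also: inhibitors block serine hydrolase probe labeling of LYPLA1 so polarization falls; 0% = enzyme with DMSO and 100% = wells lacking LYPLA1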
# Target sequence (O75608 whole entry, looked up): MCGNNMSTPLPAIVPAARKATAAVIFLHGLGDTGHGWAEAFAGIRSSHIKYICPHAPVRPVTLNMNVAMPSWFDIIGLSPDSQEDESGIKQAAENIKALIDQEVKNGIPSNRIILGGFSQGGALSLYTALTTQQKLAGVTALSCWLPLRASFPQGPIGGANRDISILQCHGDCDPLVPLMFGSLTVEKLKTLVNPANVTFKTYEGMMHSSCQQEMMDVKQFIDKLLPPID
# PAFAH1B3 FP inh = inhibitors of human PAFAH1B3 | Q15102 | recombinant PAFAH1B3, FP-rhodamine probe, fluorescence polarization | inhibition, % at 3.39 µM | 0.28% of 340,000 active;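 active = inhibition above the screen-wide average of all tested compounds plus 3 SD, cut at about 25% in these data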;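 also: 0% = enzyme with DMSO only and 100% = wells lacking PAFAH1B3 protein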
# PME-1 primary = blocks human protein phosphatase methylesterase 1; Q9Y570; recombinant PME-1, FP-Rh probe fluorescence polarization; inhibition, % at 5.9 µM; 0.53% of 320,000 active;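 active = inhibition above the campaign mean of all compounds plus 3 SD, cut at about 26% in these data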;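 also: competitive labeling of PME-1 active site by serine hydrolase directed probe; 0% = PME-1 with DMSO and 100% = wells lacking PME-1 enzyme; inhibitors block probe labeling so polarization falls and inhibition rises; many of its hits are not listed in these tables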
# pPAFAH FP inh = inhibitors of human plasma PAF acetylhydrolase (pPAFAH); Q13093; recombinant pPAFAH, FP-rhodamine probe fluorescence polarization; inhibition, % at 3.39 µM; 1.5% of 330,000 active; AID 463082;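 active = inhibition above the mean inhibition across the screen plus 3 SD, cut at about 25% in these data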;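 also: inhibitors block binding of the rhodamine activity-based probe so polarization drops; 0% = enzyme with DMSO and 100% = wells lacking pPAFAH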
# PAD4 inh = PAD4 (human) enzyme inhibition; Q9UM07; recombinant PAD4, RCA probe fluorescence polarization; inhibition, % at 6.36 µM; 0.41% of 330,000 active;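 active = percent inhibition above a cutoff equal to the mean of all tested compounds plus 3 SD, cut at about 15% in these data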;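 also: 0% = PAD4 with RCA probe and DMSO and 100% = probe without PAD4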
# Target sequence (Q9UM07 whole entry, looked up): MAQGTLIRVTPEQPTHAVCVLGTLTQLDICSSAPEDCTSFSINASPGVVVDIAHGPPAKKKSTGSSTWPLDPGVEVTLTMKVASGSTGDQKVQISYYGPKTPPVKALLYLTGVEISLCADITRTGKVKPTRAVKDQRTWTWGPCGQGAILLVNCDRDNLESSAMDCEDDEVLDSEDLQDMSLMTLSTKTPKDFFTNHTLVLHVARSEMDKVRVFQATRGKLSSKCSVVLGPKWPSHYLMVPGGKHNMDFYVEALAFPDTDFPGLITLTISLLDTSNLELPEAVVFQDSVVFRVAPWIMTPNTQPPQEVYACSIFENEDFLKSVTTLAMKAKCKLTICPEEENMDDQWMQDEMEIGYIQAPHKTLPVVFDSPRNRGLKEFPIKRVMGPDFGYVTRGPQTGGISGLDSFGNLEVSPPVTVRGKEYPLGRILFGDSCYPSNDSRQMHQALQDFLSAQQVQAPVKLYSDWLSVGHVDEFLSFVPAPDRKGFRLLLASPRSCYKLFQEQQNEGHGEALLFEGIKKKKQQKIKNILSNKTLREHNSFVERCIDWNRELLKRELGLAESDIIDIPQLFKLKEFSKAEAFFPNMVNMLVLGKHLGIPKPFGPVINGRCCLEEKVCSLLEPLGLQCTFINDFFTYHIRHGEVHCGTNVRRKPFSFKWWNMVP
# * hit, by the source's call; x = no result given. Some of the compounds tested, so the mix of outcomes need not match the whole.
# Every second line gives: Fam108B inh	PAFAH1B2 FP inh	PAFAH2 FP inh	GSTO1 inh	LYPLA1 counter	PAFAH1B3 FP inh	PME-1 primary	pPAFAH FP inh	PAD4 inh
- CC(=O)Nc1ccccc1/C=C/c1ccc2c(C)ccc(O)c2n1
    -2.8	-1.9	1.2	-0.6	4.2	15.8	10.8	7.8	-3.4
- O=C(c1cccs1)N1CCc2ccccc2C1
    -0.8	-6.6	-4.8	5.5	-4.0	0.1	3.6	3.9	-4.0
- COc1cccc(N(CC(=O)Nc2ccccc2C(=O)N2CCCC2)S(C)(=O)=O)c1
    1.5	2.3	0.5	2.6	2.3	-12.3	5.4	-2.1	3.2
- O=C(NCc1ccccc1)/C(=C/c1ccc([N+](=O)[O-])cc1)NC(=O)c1ccco1
    3.3	5.8	-0.5	2.8	-1.5	2.0	1.4	-1.4	1.2
- COc1cc(/C=C2\N=C(C)OC2=O)cc(Cl)c1OC(C)=O
    -2.1	3.3	3.6	-0.7	-4.2	-1.1	-4.3	3.2	-1.2
- CCC(C)NS(=O)(=O)c1ccc(OCC(=O)N2CCCCC2)cc1 (centres undefined)
    9.4	-2.6	5.0	4.0	-3.0	8.8	-3.0	5.2	-5.9
- Oc1ccc(C2Nc3cccc4cccc(c34)N2)cc1
    44.7*	8.5	0.3	32.6	-10.8	22.4	53.6*	3.4	-0.1
- CCc1nnc2n1N=C(c1ccccc1)CS2
    -1.4	-0.3	4.2	-0.2	1.0	-6.3	2.3	-0.1	1.9
- CC(C)CN(C(=O)CCCOc1ccc(Cl)cc1Cl)c1c(N)n(Cc2ccccc2)c(=O)[nH]c1=O
    -8.9	-0.5	0.1	-4.3	-4.2	-1.1	-1.3	-6.9	2.2
- C/C(=N\NC(=O)c1cc(-c2ccncc2)nc2ccccc12)c1ccc(OC(F)F)cc1
    -1.5	-2.5	2.9	-2.0	-3.5	4.5	-4.7	0.3	-4.5
- COc1ccccc1C(=O)NCCC(=O)N1CCN(c2cccc(C(F)(F)F)c2)CC1
    0.9	11.9	-1.2	6.5	2.7	2.0	-2.0	0.4	3.8
- COc1ccccc1CNC(=O)C1CCCN(S(=O)(=O)c2ccc3c(c2)C(C)(C)C(=O)N3C)C1 (centres undefined)
    -0.5	5.8	-3.4	2.2	1.3	-5.1	9.6	2.7	2.5
- COCCOC(=O)C1=C(C)N=C2SCCC(=O)N2C1/C=C/c1ccccc1 (centres undefined)
    -1.7	-4.9	-1.4	0.2	-3.2	7.2	-6.0	-1.1	-2.0
- COc1ccc(NC(=O)CSCC(=O)Nc2nnc(CC(C)C)s2)cc1
    -2.2	16.2	4.2	9.1	-0.5	1.8	-1.1	2.9	-0.1
- Cc1cc(C)cc(C(=O)NC(CC(N)=O)c2ccc(N3CCN(c4ccccn4)CC3)c([N+](=O)[O-])c2)c1 (centres undefined)
    -3.7	2.2	-4.1	-5.2	-3.9	-0.3	-0.1	-8.1	2.8
- CCOC(=O)CNC(=O)C1Cc2ccccc2CN1S(=O)(=O)c1cccs1 (centres undefined)
    -1.5	4.1	-0.2	0.4	2.1	-0.1	4.4	3.0	-4.5
- COCCCNC(=O)CCC(=O)Nc1ccc2nc(N3CCOCC3)cc(C)c2c1
    0.9	7.2	5.8	0.0	1.8	4.0	-6.4	5.3	0.5
- CCOC(=O)N1CCN(C(=O)C2CCC(=O)N2C(C)C)CC1 (centres undefined)
    -0.9	2.0	6.5	5.7	3.5	2.7	1.1	1.5	0.8
- Nc1ccc(NC(=O)c2ccccc2)c2c1C(=O)c1ccccc1C2=O
    -0.4	-3.4	-3.1	9.4	1.3	3.3	-3.5	2.0	-3.1
- COc1cc(C)nc(N(Cc2ccccc2)S(=O)(=O)c2ccc(C)cc2)n1
    -0.5	0.8	1.8	3.0	-2.6	2.5	2.0	-3.6	-1.2
- Cc1cccc(OCCSc2nc3c([nH]2)c(=N)ncn3Cc2ccccc2)c1
    2.9	1.8	-1.6	-0.7	-0.5	0.8	10.1	7.2	-0.4
- CC1(C)CC2CC(C)(CN2C(=O)CN2C(=O)c3ccccc3C2=O)C1 (centres undefined)
    2.8	24.2*	-7.9	2.8	-1.3	3.9	-2.9	4.7	-1.6
- CCc1c(O)cc2n(c1=O)-c1ccccc1C2(C)C
    2.0	3.7	4.1	1.8	0.4	0.5	-3.5	3.5	1.6
- CCOc1ccc(C(=O)N2CCN(CCc3ccccc3)CC2)cc1OCC
    -2.1	-1.3	0.1	1.9	2.8	4.6	-3.6	3.3	0.4
- CCNc1nc(NCC)n2c(SCC(=O)N(CC)C3CCCCC3)nnc2n1
    10.7	9.6	-6.3	2.9	-2.9	1.2	0.1	-1.7	0.7
- O=C(CNC(=O)c1ccc(Cl)cc1)OCCN1C(=O)c2ccccc2C1=O
    x	2.8	-0.8	x	0.6	-8.5	-5.6	-0.6	-2.0
- Cc1ccc(-c2cc(-c3ccccc3)nc(NN)n2)cc1
    -7.2	4.6	-4.1	-1.7	-5.8	-5.0	-7.0	-5.7	-1.1
- CN(C)CCCN(C(=O)c1cc2ccccc2oc1=O)c1nc2c(F)cccc2s1
    -2.1	0.4	-5.5	0.5	1.8	-4.3	-4.8	-3.6	2.8
- CC1(C)Cc2c(cnn2-c2ccccc2)C(NC(=O)C2(C(N)=O)CC2)C1 (centres undefined)
    1.2	1.0	6.7	4.3	-1.9	-2.7	6.0	4.4	-1.0
- Cc1ccc(S(=O)(=O)N2[C@@H](c3ccc(F)cc3)C(C(=O)O)=CC[C@H]2c2cccs2)cc1
    -0.5	29.7*	0.2	-7.6	-3.3	-8.2	-1.4	5.5	4.8
- Cc1cccc(OCC(=O)N2CCC(c3ccccc3)C2)c1 (centres undefined)
    -5.2	6.0	1.6	-3.5	-1.5	3.1	-0.3	1.9	5.2
- N=c1c2c(-c3ccccc3)c(-c3ccccc3)n(Cc3ccco3)c2ncn1CCO
    -0.7	4.4	8.3	13.1	-5.3	6.5	-4.4	-5.6	-5.4
- CN1CCN(c2ccc(NC(=O)c3ccc(Cl)cc3)cn2)CC1
    1.8	0.2	2.1	-3.7	-3.1	3.5	-1.4	0.9	-3.2
- O=C(CN1C(=O)/C(=C/c2cccc(Br)c2)SC1=S)N1CCCC1
    -4.0	1.7	4.1	4.2	-0.1	0.0	0.7	-2.0	-9.4
- O=C1C2C3C=CC(C4CC34)C2C(=O)N1/N=C/c1ccc(-c2ccc(F)cc2[N+](=O)[O-])o1 (centres undefined)
    6.6	2.5	1.5	-2.2	7.4	8.9	6.2	2.1	-5.2
- COc1ccc(-c2nc3scc(-c4ccccc4)n3n2)cc1
    -10.0	-2.8	-8.0	-3.8	-11.8	0.7	-3.1	-3.3	-5.3
- C(=N\N=C\c1cccs1)/c1cccs1
    -1.9	3.8	-0.8	0.3	0.9	10.1	-4.1	1.7	-2.2
- CCCCC(CC)C1OCC(CN2CCCC2)O1 (centres undefined)
    1.8	-2.1	9.0	1.6	-1.5	2.5	3.6	-0.5	0.3
- CCN(CC)c1ncnc2sc3c(c12)CCC3
    -3.9	2.6	6.5	-5.5	2.0	6.8	-3.0	6.1	2.4
- CCN1C(=C(C#N)C#N)C=Cc2ccccc21
    -4.1	6.3	-6.7	13.5	1.0	2.6	5.5	1.7	-3.5
- COc1cccc(/C(N)=N/OC(=O)Cc2ccccc2[N+](=O)[O-])c1
    -0.6	-0.3	-2.5	2.4	-0.5	12.5	-8.9	4.3	3.0
- NC(=O)C1=C[C@@H](c2ccccc2)C[C@@H](OCCCCO)O1
    1.8	2.2	-2.9	2.8	1.9	-0.3	5.9	-2.5	-4.2
- O=C(Nc1cccc(Cl)c1)N1CCN(C2c3ccccc3-c3ccccc32)CC1
    -0.3	5.0	-5.2	-1.6	-11.7	-4.1	-9.1	-2.0	-7.8
- COC(=O)c1ccccc1NC(=O)c1ccc2c(c1)OCCO2
    -0.7	5.4	-2.4	9.3	-3.1	1.3	-2.6	-3.5	-0.4
- c1ccc(NCCCNc2ccccc2)cc1
    2.3	5.7	-2.6	-0.4	-1.9	2.8	-1.8	6.3	0.4
- Cc1ccc(-n2nnc(-c3cnc4ccccc4c3)n2)cc1
    -4.1	2.2	-1.7	-0.3	-2.8	1.6	-5.0	4.1	-3.0
- CC(=O)c1sc(Nc2nc(C)cc(C)n2)nc1C
    1.6	5.5	4.5	-6.4	1.5	5.0	-2.6	6.4	4.8
- CC(C)CN(CC(C)C)C(=O)CN1C(=O)NC2(CCCc3ccccc32)C1=O (centres undefined)
    2.5	9.8	2.5	9.3	-5.0	-0.1	1.7	3.4	-4.5
- COc1ccccc1OCCn1cc(/C=C(\C#N)C(=O)NCc2cccs2)c2ccccc21
    -16.6	-2.1	-7.4	2.0	-9.7	5.2	-19.4	-3.9	0.1
- Cc1ccc(C)c(C(=O)c2ccccc2NC(=O)c2ccccn2)c1
    -2.3	-1.2	-0.8	-4.0	-2.5	-0.5	-1.8	19.9	-3.3
- C(=N\Nc1ccc2ccccc2n1)/c1ccc2c(c1)OCO2
    3.5	3.2	4.4	1.1	4.5	10.0	0.0	-0.7	1.3
- COc1ccc(CCNC(=O)C2(C)CCC(=O)N2Cc2ccc(C)cc2)cc1OC (centres undefined)
    0.5	5.7	-0.2	-0.6	-0.7	5.8	-2.9	0.8	1.0
- COc1ccc(/C=C/C(=O)NCCOc2ccccc2OC)cc1
    -3.6	3.8	-3.8	-0.2	0.8	-0.3	-4.3	1.0	4.3
- Cc1ccc(-c2noc(C3CCCCC3)n2)cc1
    3.0	4.7	2.3	0.9	1.0	9.1	-1.5	0.3	-0.6
- Cc1c(C(=O)OCC(=O)NCCc2ccc(S(N)(=O)=O)cc2)oc2ccccc12
    x	-1.1	1.7	x	-2.8	-1.4	9.4	-1.2	2.8
- Cc1c(NC2=NC(C)(C)Cc3ccccc32)c(=O)n(-c2ccccc2)n1C
    1.7	-0.2	-3.3	0.7	-3.2	-0.1	0.6	6.4	-1.0
- CN1C(=S)N2CCCN2C1c1ccccc1 (centres undefined)
    1.6	6.0	2.2	0.8	-1.1	4.3	-0.1	1.9	-1.0
- Cc1ccc(S(=O)(=O)CCN2C=CC(C(F)(F)F)=NCC2)cc1
    0.9	x	x	-9.8	-0.1	x	-1.0	6.9	0.1
- COc1ccc([C@H]2CC(=O)C=C(c3cc(Cl)cc(Cl)c3)C2)cc1
    x	1.6	-1.9	x	1.6	-4.4	2.2	0.1	-0.1
- CCOc1ccccc1-c1cc(-c2ccc(OC)cc2)nc2c1c(=O)n(C)c(=O)n2C
    -5.0	1.3	-0.1	5.8	-1.4	0.9	-3.9	-1.1	-2.2
- COC(=O)c1cc(S(=O)(=O)NCC2CCN(Cc3ccc(Cl)cc3)CC2)c[nH]1
    -4.7	-2.6	-2.0	-2.2	-2.3	4.2	-1.4	-0.2	-3.7
- COc1cc(NC(=O)CCCl)cc(-n2cnnn2)c1
    -1.5	9.1	0.7	-0.2	-1.3	12.5	4.9	0.0	-3.2
- N=c1oc2ccccc2cc1C(=O)NC1CCCCCC1
    -2.8	3.5	1.0	0.6	4.0	4.2	-2.1	0.5	-0.1
